Compound activity as filed in PubChem BioAssay.
miR-122 sensor – blocks miR-122 activity in Huh7 sensor cells; activation (reporter increase), % at 12.5 µM; hit rate 0.3% among 340,000; AID 602342; Huh7 miR-122 Renilla luciferase sensor, 48 h; neutral wells = 0, positive control = 100;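 active = mean replicate activation score at least 90 and every replicate individually at or above 90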;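 also: higher luciferase means less miR-122 activity so hits act as miR-122 inhibitors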
Casp6 inh – inhibitors of human caspase-6; inhibition, % at 12.5 µM; purified caspase-6, Z-VEID-R110 cleavage fluorescence; P55212; AID 686996; hit rate 0.53% among 350,000;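 active = mean inhibition across replicates at least about 35%, with every replicate also reaching that limit, limit read from the data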;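 also: 0% = median of neutral control wells and 100% = no fluorescence left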
Target sequence (P55212 24-179 limits assumed): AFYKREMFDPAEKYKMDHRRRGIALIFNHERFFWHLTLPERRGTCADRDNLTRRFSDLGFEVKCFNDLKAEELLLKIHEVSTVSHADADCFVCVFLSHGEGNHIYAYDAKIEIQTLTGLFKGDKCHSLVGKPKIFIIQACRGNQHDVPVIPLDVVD
Target sequence (P55212 194-293 limits assumed): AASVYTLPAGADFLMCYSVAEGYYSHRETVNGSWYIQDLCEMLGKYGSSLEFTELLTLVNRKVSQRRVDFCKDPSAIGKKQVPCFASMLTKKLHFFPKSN
F508del corr – CFTR F508del correction in bronchial cells; CFBE cells, YFP halide quenching; stimulated with forskolin plus potentiator P3; % fluorescence drop versus neutral controls; activity (quench increase), % at 7.58 µM; hit rate 0.36% among 350,000;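 active = mean added fluorescence quench of at least 8% versus neutral control, with both replicates also reaching 8%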;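 also: cells transiently co-express mutant CFTR-F508del with the halide-sensitive YFP; corrector assay measuring rescue of mutant channel to the surface after 24 h compound exposure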
SIRT5 inh – sirtuin-5 (human) deacylase inhibition; Q9NXA8; Purified SirT5, succinyl-peptide AMC, trypsin-coupled fluorescence; inhibition, % at 15 µM; hit rate 1.1% among 330,000; AID 652115; in the data active = inhibition above about 15%
Target sequence (Q9NXA8 whole entry, looked up): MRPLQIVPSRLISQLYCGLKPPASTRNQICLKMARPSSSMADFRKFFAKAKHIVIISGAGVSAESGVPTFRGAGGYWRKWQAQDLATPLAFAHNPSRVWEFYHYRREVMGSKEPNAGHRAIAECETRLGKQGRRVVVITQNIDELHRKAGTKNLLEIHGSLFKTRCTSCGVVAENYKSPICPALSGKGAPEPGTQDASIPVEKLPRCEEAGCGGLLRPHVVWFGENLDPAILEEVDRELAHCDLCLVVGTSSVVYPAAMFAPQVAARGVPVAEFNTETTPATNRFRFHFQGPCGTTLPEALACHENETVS
ERp5 inh – inhibitors of human ERp5. hit rate 0.05% among 350,000. ERp5 insulin aggregation, absorbance 650 nm, 90 min. Q15084. inhibition, % at 9.99 µM;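 active = mean replicate inhibition above about 25%, with every replicate also reaching it, limit read from the data, passing the limit was not always enough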
Target sequence (Q15084 whole entry, looked up): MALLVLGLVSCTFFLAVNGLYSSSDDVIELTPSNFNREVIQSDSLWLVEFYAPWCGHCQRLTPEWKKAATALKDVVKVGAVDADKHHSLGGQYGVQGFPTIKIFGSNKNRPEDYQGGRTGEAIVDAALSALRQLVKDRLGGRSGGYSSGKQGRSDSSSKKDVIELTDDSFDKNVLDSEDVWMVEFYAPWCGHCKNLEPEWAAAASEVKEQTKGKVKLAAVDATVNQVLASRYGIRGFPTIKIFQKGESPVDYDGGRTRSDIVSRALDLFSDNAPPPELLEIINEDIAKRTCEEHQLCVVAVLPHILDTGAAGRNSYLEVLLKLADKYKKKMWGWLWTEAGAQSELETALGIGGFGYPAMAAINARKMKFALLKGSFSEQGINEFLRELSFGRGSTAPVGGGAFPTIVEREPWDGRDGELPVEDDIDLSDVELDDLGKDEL
ERAP1 inh – ERAP1 (human) enzyme inhibition; Q9NZ08; recombinant ERAP1, Leu-AMC fluorescence, 60 min; inhibition, % at 10.7 µM; hit rate 0.15% among 340,000;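 active = mean replicate inhibition of at least 30%, or all replicates individually reaching that 30% level; inactive = mean below 30% and not every replicate reaching it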;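 also: 0% = neutral control wells and 100% = L-leucinethiol positive control wells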
DENV2 CPE – DENV2-induced cell death inhibition | DENV2-infected cells, cytopathic effect rescue, plate reader | hit rate 1.7% among 350,000 | CPE inhibition, % at 9.99 µM; in the data active = CPE inhibition above about 20%, passing the limit was not always enough; tested in BHK-21 cells;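 also: 0% = median of neutral control wells and 100% = median of positive control wells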
* hit, by the source's call; x = not tested or not shown; [ ] = dose if it differs, or a comment.

Each structure is followed by: miR-122 sensor	Casp6 inh	F508del corr	SIRT5 inh	ERp5 inh	ERAP1 inh	DENV2 CPE
1: COC(=O)C[C@@H]1CC[C@@H]2[C@H](COc3ccc(NC(=O)C4CCOCC4)cc3C(=O)N2C)O1
→ 15[16.7 µM]	-2	3.1	0	1	-4	-5
2: Cc1noc(C)c1S(=O)(=O)N(C)C[C@H]1OCCCC[C@H](C)Oc2ccc(NC(=O)Nc3cccc4ccccc34)cc2C(=O)N([C@@H](C)CO)C[C@@H]1C
→ -5[16.7 µM]	0	-3.1	0	0	2	0
3: Cc1cc2c(cc1C)-n1nnnc1C(N1CCN(c3ccccn3)CC1)C(c1ccc3c(c1)OCO3)=N2 (stereo not given)
→ x	2	0.0	4	6	1	-3
4: COc1ccccc1CNC(=O)C(=O)NCC1OCCN1S(=O)(=O)c1cccs1 (stereo not given)
→ x	4	0.8	-4	7	0	-7
5: Cc1c(C(=O)O)sc(S(=O)(=O)N2CCNCC2)c1C(=O)O
→ x	-4	1.0	0	5	2	9
6: C[C@H]1CN([C@@H](C)CO)C(=O)c2cccc(NS(=O)(=O)c3cn(C)cn3)c2O[C@H]1CN(C)S(=O)(=O)c1cccs1
→ 6[16.7 µM]	-1	1.4	1	-2	0	-5
7: CCOCCCNS(=O)(=O)c1ccc2c(c1)oc(=O)n2CC(=O)OCC
→ 2	-3	x	-1	1	-4	x
8: COCCNC(=O)C1(C)CCCN(C(=O)c2ccc3snnc3c2)C1 (stereo not given)
→ 5	1	2.7	x	3	0	-15
9: CC(=O)N1c2ccc(S(=O)(=O)N(C)CC(=O)Nc3ccccc3C)cc2CC1C (stereo not given)
→ 1	0	-1.1	-4	4	0	9
10: CCC(=O)N1CCC(C(N)=O)(N2CCCCC2)CC1
→ x	4	-1.0	-4	2	3	6
11: O=C(CSc1nc2scc(-c3ccccc3)c2c(=O)[nH]1)N1CCCCC1
→ -5	4	-3.3	3	1	-1	0
12: Cc1ccc(-c2c(C(=O)O)c3ccccc3[nH]c2=O)cc1
→ 4	4	-1.5	-1	5	-5	2
13: O=C(O)/C=C/c1cccc(NC(=O)c2ccccc2)c1
→ 0	1	-1.2	-2	5	x	-6
14: CCCCc1n[nH]c2c1/C(=N/OCC)CC(C)(C)C2
→ 1	-1	-0.3	5	-3	-2	0
15: C[C@H](NC(=O)[C@@H]1CSC2c3ccccc3C(=O)N21)C(=O)NC1CCCCC1 (stereo not given in full)
→ -4	-2	-1.9	0	-8	5	9
16: COc1cccc(CN2CC(C(=O)NCCOc3ccccc3)CCC2=O)c1 (stereo not given)
→ 8	-1	-0.7	-2	0	-2	-2
17: O=C(C[C@H]1CC[C@@H](NS(=O)(=O)c2ccc(F)cc2)[C@@H](CO)O1)NC1CCCCC1
→ x	2	-1.8	-2	-3	3	2
18: NS(=O)(=O)c1ccc(CCNC(=O)COC(=O)CCc2ccccc2)cc1
→ -3	1	1.7	-1	-6	0	6
19: Cc1ccc(-c2ccc([C@@H]3[C@@H](CO)N4C(=O)CN(C(=O)c5cccnc5)C[C@H]34)cc2)cc1
→ x	3	1.3	0	0	-1	-8
20: c1ccc(-n2ncc3c(N4CCCCC4)ncnc32)cc1
→ 3	-1	-0.5	x	-5	x	-5

Seven structures already listed, arranged by formula weight, ascending:
Each structure is followed by: miR-122 sensor	Casp6 inh	F508del corr	SIRT5 inh	ERp5 inh	ERAP1 inh	DENV2 CPE
10: CCC(=O)N1CCC(C(N)=O)(N2CCCCC2)CC1
→ x	4	-1.0	-4	2	3	6
7: CCOCCCNS(=O)(=O)c1ccc2c(c1)oc(=O)n2CC(=O)OCC
→ 2	-3	x	-1	1	-4	x
18: NS(=O)(=O)c1ccc(CCNC(=O)COC(=O)CCc2ccccc2)cc1
→ -3	1	1.7	-1	-6	0	6
4: COc1ccccc1CNC(=O)C(=O)NCC1OCCN1S(=O)(=O)c1cccs1 (stereo not given)
→ x	4	0.8	-4	7	0	-7
3: Cc1cc2c(cc1C)-n1nnnc1C(N1CCN(c3ccccn3)CC1)C(c1ccc3c(c1)OCO3)=N2 (stereo not given)
→ x	2	0.0	4	6	1	-3
6: C[C@H]1CN([C@@H](C)CO)C(=O)c2cccc(NS(=O)(=O)c3cn(C)cn3)c2O[C@H]1CN(C)S(=O)(=O)c1cccs1
→ 6[16.7 µM]	-1	1.4	1	-2	0	-5
2: Cc1noc(C)c1S(=O)(=O)N(C)C[C@H]1OCCCC[C@H](C)Oc2ccc(NC(=O)Nc3cccc4ccccc34)cc2C(=O)N([C@@H](C)CO)C[C@@H]1C
→ -5[16.7 µM]	0	-3.1	0	0	2	0

(cont.)
Each structure is followed by: miR-122 sensor	Casp6 inh	F508del corr	SIRT5 inh	ERp5 inh	ERAP1 inh	DENV2 CPE
21: COc1cc2ccc3c(CCN(C)C)cc(OC)c(OC)c3c2cc1OC
→ 0	-2	2.1	0	-1	0	1
22: O=C(C[C@H]1CC[C@@H]2[C@H](COC[C@H](O)CN2C(=O)Nc2ccc3c(c2)OCO3)O1)N1CCN(c2ccccc2)CC1
→ 11[16.7 µM]	-10	1.1	9	0	2	10
23: COc1cc(C(=O)Nc2ccc(NC(=O)c3ccccc3Cl)nc2)cc(OC)c1OC
→ 0	5	-0.7	0	2	-2	-3
24: c1ccc(-c2csc(N3CCN(c4ccccn4)CC3)n2)cc1
→ x	-5	x	-3	0	0	x
25: Cc1ccc(NC(=O)Cc2nnc(SCC(=O)Nc3nncs3)n2C)c(C)c1
→ x	-1	0.4	-5	5	-3	-2
26: CC(C)(C)c1ccc(SCCc2cccnc2)cc1
→ x	5	-1.8	1	x	3	-5
27: CCOc1ccc(C(=O)Nc2ccc(NC(=O)c3ccco3)c(Cl)c2)cc1Br
→ -6	0	1.0	4	5	1	-2
28: COC(=O)CNC(=O)C1CCN(S(=O)(=O)c2cccc3nsnc23)CC1
→ 3	3	0.2	-6	4	0	4
29: Cc1[nH]c2ccc(C(=O)N3CCCC3)cc2c1C
→ -1	3	0.3	0	-3	-3	-3
30: CC(C)CN(C(=O)CSc1nnnn1-c1ccccc1)c1c(N)n(CC(C)C)c(=O)[nH]c1=O
→ x	1	1.5	-5	6	1	5
31: CC(=O)c1ccc(-c2[nH]c3ccccc3c2CCN2C(=O)c3ccccc3C2=O)cc1
→ -6	-3	0.5	2	-1	4	-13
32: CCC(=O)N1CCc2cc(S(=O)(=O)NCCC(=O)N3CCN(c4cccc(C)c4)C(C)C3)ccc21 (stereo not given)
→ -6	7	1.2	0	1	4	3
33: CC1CCCCC1NC(=O)CCCCn1c(=O)[nH]c2ccsc2c1=O (stereo not given)
→ -1	0	0.6	1	2	-7	10
34: O=C(CNC(=O)N1CC(=O)Nc2ccccc21)Nc1nccs1
→ -3	2	1.4	-2	-5	-1	1
35: COc1ccc(CCNC(=O)C2(C)CCC(=O)N2CCC(C)C)cc1OC (stereo not given)
→ -4	-1	-0.3	-4	6	-6	0
36: CCNC(=O)C[C@H]1CC[C@@H]2[C@H](COc3ccc(NC(=O)Cc4cccs4)cc3C(=O)N2C)O1
→ -2[16.7 µM]	1	-1.1	-1	-3	-2	10
37: Cc1ccc(/C=C/C(=O)OCC(=O)NCCc2ccc(S(N)(=O)=O)cc2)o1
→ -5	0	3.0	x	2	2	16
38: O=C(NCc1ccc(F)cc1)c1cc(C2CCCCN2C(=O)C2CCCCC2)on1 (stereo not given)
→ 6	1	1.6	-1	-2	-3	-5
39: CCCN(CCC)CCCNC(=O)c1cc2c(-c3ccc(OC)c(OC)c3)nn(C)c2s1
→ -7	-4	-0.2	-3	-1	3	-1
40: CCOC(=O)c1cc2c(nc1C)-c1cc(Cl)cc(Cl)c1OC2O (stereo not given)
→ -4	2	1.3	5	-1	2	x
41: Cc1ccc2cc(CCNC(=O)c3ccc(S(=O)(=O)N4CCOCC4)cc3)c(=O)[nH]c2c1C
→ x	2	-0.1	-1	0	-1	-4
42: Cc1noc(C)c1S(=O)(=O)Nc1ccc2c(c1)C(=O)N([C@H](C)CO)C[C@@H](C)[C@@H](CN(C)S(=O)(=O)c1cccs1)OCCCC[C@@H](C)O2
→ -4[16.7 µM]	x	-0.1	x	x	x	-6
43: CCCOc1ccc(/C=C2/C(=O)ON=C2C)cc1Cl
→ -7	2	-2.3	-3	8	2	-2
44: COc1ccccc1NS(=O)(=O)c1cc(NC(=O)c2cccs2)ccc1N1CCCC1
→ x	-1	x	-4	6	2	9
45: COc1ccc(-c2cc(-c3ccc(Cl)cc3)n[nH]2)c(O)c1
→ x	-3	1.3	0	-5	-1	-3
46: O=C(NCC(c1cccs1)N1CCOCC1)c1cccc(S(=O)(=O)Nc2ccc(F)cc2)c1 (stereo not given)
→ x	-2	-2.8	-2	-6	-3	3
47: O=C(CNC1CC1)Nc1cc(C(F)(F)F)ccc1Cl
→ 4	2	-1.0	-2	-6	x	x
48: CCS(=O)(=O)Nc1ccc2c(c1)C(=O)N(C)C[C@H](OC)[C@H](C)CN(C(=O)COC)[C@@H](C)CO2
→ x	1	0.7	-3	0	0	-7
49: O=C(CCl)N(CCc1ccccc1)CCc1ccccc1
→ -20	3	0.6	-1	3	-1	9
50: CC(C)C#Cc1cnc2c(c1)C(=O)N([C@H](C)CO)C[C@@H](C)[C@H](CN(C)C(=O)CN1CCOCC1)O2
→ -1[16.7 µM]	1	-1.8	2	1	1	-4
51: Cc1cc(OC(C)C(=O)NCc2cccnc2)c2c(C)c(C)c(=O)oc2c1 (stereo not given)
→ -6	-7	1.4	-1	4	1	4
52: COc1ccccc1/C=C/C(=O)Nc1cccnc1
→ 9	0	0.3	4	1	-3	2
53: Cc1ccc(S(=O)(=O)Nc2ccc3c(c2)C(=O)N([C@@H](C)CO)C[C@@H](C)[C@H](CN(C)C(=O)NC(C)C)O3)cc1
→ -4[16.7 µM]	-2	0.9	-8	8	0	-2
54: Cc1nn(CCOc2ccccc2Cl)c(C)c1[N+](=O)[O-]
→ x	-5	-1.1	-1	-4	0	0
55: O=C(CSc1n[nH]c(=O)n1Cc1ccccc1)Nc1ccc(F)c(F)c1F
→ x	1	-1.8	-12	1	1	2
56: CC(C)N(Cc1nc(-c2ccccc2)no1)C(=O)C(Cl)(Cl)Cl
→ x	1	-3.7	-1	0	1	2
57: C=CCNC(=O)/C(C#N)=C/c1c(N2CCN(c3ccc(OC)cc3)CC2)nc2c(C)cccn2c1=O
→ x	-6	-2.0	-4	-1	-52	-4
58: COc1cccc(NC(=O)COC(=O)C2CC3CCCC(C2)C3=O)c1 (stereo not given)
→ -3	0	0.9	2	1	0	5
59: CC(Sc1nnc(COc2ccc(Cl)cc2)n1Cc1ccccc1)C(=O)O (stereo not given)
→ x	-3	0.1	-2	3	4	-4

Shown screen by screen: part of the list above
[49] O=C(CCl)N(CCc1ccccc1)CCc1ccccc1
[50] CC(C)C#Cc1cnc2c(c1)C(=O)N([C@H](C)CO)C[C@@H](C)[C@H](CN(C)C(=O)CN1CCOCC1)O2
[51] Cc1cc(OC(C)C(=O)NCc2cccnc2)c2c(C)c(C)c(=O)oc2c1 (stereo not given)
[52] COc1ccccc1/C=C/C(=O)Nc1cccnc1
[53] Cc1ccc(S(=O)(=O)Nc2ccc3c(c2)C(=O)N([C@@H](C)CO)C[C@@H](C)[C@H](CN(C)C(=O)NC(C)C)O3)cc1

assay / compound,49,50,51,52,53
miR-122 sensor,-20,-1[16.7 µM],-6,9,-4[16.7 µM]
Casp6 inh,3,1,-7,0,-2
F508del corr,0.6,-1.8,1.4,0.3,0.9
SIRT5 inh,-1,2,-1,4,-8
ERp5 inh,3,1,4,1,8
ERAP1 inh,-1,1,1,-3,0
DENV2 CPE,9,-4,4,2,-2
